Screening results as filed in PubChem BioAssay.
GLP1R ag – activates the human GLP-1 receptor | P43220 | HEK293 GLP-1R CRE-luciferase, luminescence, 4-6 h; cells express a hypersensitive GLP-1R form | Potency, µM (top dose mostly 45.6 µM), for the others: top-dose activation, most hits filed as activators | 380,000 tested, 0.007% active; note: potency is the fitted concentration of half-maximal effect; % of control where 0% means no effect
aSyn yeast inh – inhibitors of alpha-synuclein toxicity in yeast; 370,000 tested, 0.14% active; Yeast expressing alpha-synuclein, growth rescue, BacTiter-Glo, 24 h; AID 652106; Potency, µM (doses to about 46.1 µM), without a hit: at the top dose growth rescue (activation), usual class: activators; note: potency is the fitted concentration of half-maximal effect; % of control where 0% means no effect; nearly all actives have a fitted effect of over 65% in size
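Galactose-induced alpha-syn yeast (OD600=0.02, raffinose-pregrown) + pinned cpd, 24 hr, 30 deg C; growth by BacTiter-Glo luminescence. Growth restoration scores as activation.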
D3 antag – blocks the human D3 dopamine receptor; D3R cells, DiscoveRx beta-arrestin luminescence, antagonist mode; hits give low values; max response, negative = inhibition, %; 360,000 tested, 2.5% active; in the data active = max response below about -50%; inconclusive = no clear call, values can overlap the other calls; note: % is set by controls: 0 for no effect and ±100 for the full control effect; mostly tested at two doses, the higher about 12 µM
Target sequence (P35462 whole entry, looked up): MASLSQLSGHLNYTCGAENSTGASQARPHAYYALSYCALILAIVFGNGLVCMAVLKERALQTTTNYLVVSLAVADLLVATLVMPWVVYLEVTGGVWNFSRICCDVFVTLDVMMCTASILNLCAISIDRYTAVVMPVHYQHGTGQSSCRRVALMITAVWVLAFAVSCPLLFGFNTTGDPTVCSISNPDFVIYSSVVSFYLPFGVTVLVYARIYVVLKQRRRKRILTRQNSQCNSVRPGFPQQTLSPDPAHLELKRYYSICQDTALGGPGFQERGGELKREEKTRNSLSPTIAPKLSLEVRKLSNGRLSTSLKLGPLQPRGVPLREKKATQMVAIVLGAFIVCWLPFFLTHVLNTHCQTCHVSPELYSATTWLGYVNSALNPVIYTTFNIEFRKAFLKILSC
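Cells expressing the human receptor were seeded at 1500 cells/well, incubated overnight at 37 degrees C in 5% CO2, then exposed to library compounds with dopamine controls for 90 minutes at 37 degrees C before luminescent detection.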
DRD3 agonist – activates the human D3 dopamine receptor | P35462 | D3R DiscoveRx beta-arrestin cells, luminescence, 90 min | max activation, % | 410,000 tested, 0.58% active | AID 652048; in the data active = max activation above about 30%; note: 0% is about no effect; mostly tested at two doses, the higher about 12 µM
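Cells at 1500/well, incubated overnight, then treated with pinned compounds (dopamine as control) for 90 min at 37 degrees C. DiscoveRx reagent added for 30 - 60 minutes at room temperature; luminescence read.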
KB-V1 cytotox – KB-V1 MDR subline cytotoxicity; KB-V1 MDR cells viability, CellTiter-Glo, 72 h; 400,000 tested, 3.4% active; AID 1347076; Potency, µM (doses to about 46.1 µM), for the others: at the highest dose activity change, negative = cytotoxicity, hits mostly cytotoxic; note: potency is the fitted concentration of half-maximal effect; % is set by controls: 0 for no effect and ±100 for the full control effect; nearly all actives have a fitted effect of over 60% in size
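Potencies derive from concentration-effect curves fitted to normalized luminescence (CellTiter-Glo) of KB-V1 cells treated for 72 h at 37 degrees C in phenol-red-free DMEM containing 10% FBS.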
HEK293 tox – cytotoxicity counter-screen for GLP-1 receptor inverse agonists; HEK293 cAMP-luciferase reporter cells, luminescence, 24 h; Potency, µM (top dose mostly 38.3 µM), for the others: at the top dose activity change, negative = inhibition, actives largely listed as inhibitors; 410,000 tested, 0.13% active;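 note: loss of luciferase light is scored as toxicity; potency is the fitted concentration of half-maximal effect; % is set by controls: 0 for no effect and ±100 for the full control effect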
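A 23 nL compound transfer followed 12 hours of cell culture at 37 deg C; exposure then lasted 24 hr. Luciferase assay detection reagent was dispensed and plates read for luminescence after a 12 min room-temperature wait.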
PTHR1 agonist – activates the human parathyroid hormone receptor PTHR1; Q03431; HEK293 GP2 PTHR1 cells, GloSensor cAMP luminescence, 1 h; Potency, µM (highest dose often 115 µM), for the others: top-dose activation, hits mostly activators; 410,000 tested, 0.075% active; AID 743266; note: potency is the fitted concentration of half-maximal effect; nearly all actives have a fitted effect of over 55% in size; some results filed as inactive show a strong effect at the top dose; inactives centre near -15; many of its hits are not listed in these tables
Target sequence (Q03431 whole entry, looked up): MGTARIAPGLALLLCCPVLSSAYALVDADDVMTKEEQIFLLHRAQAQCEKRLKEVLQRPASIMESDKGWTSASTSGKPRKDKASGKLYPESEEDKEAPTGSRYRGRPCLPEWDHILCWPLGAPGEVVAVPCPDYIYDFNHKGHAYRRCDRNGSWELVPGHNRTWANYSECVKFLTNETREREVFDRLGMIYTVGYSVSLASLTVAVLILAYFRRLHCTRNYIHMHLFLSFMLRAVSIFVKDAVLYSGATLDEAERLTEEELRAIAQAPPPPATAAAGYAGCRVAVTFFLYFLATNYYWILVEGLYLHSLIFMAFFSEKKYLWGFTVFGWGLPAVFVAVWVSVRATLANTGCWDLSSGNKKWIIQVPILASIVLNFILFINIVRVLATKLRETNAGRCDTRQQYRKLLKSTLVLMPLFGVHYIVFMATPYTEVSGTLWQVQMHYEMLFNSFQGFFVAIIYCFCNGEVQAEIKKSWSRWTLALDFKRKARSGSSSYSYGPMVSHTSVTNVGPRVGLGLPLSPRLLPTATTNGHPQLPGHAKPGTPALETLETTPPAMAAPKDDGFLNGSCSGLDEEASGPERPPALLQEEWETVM
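HEK-293-derived GP2 cells expressing PTHR1 and a GloSensor cAMP reporter, 3,000/well, plated overnight, given luciferin plus IBMX (each 0.5 mM as added) for 1 h at 37 °C, then compound for 1 h at 37 °C. Luminescence was read after 15 min at room temperature.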
GLP1R inv ag – GLP-1 receptor (human) inverse agonism. P43220. HEK293 GLP-1R CRE-luciferase, luminescence, 24 h; GLP-1R form is constitutively active. Potency, µM (titrated, usually from 38.3 µM), inactives show at the highest dose activity change, negative = inhibition, usual class: inhibitors. 410,000 tested, 1.6% active. AID 624417; note: potency is the fitted concentration of half-maximal effect; % is set by controls: 0 for no effect and ±100 for the full control effect; nearly all actives have a fitted effect of over 55% in size
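HEK293 cells stably co-expressing a cAMP-responsive luciferase reporter and constitutively active GLP-1R were seeded, incubated 12 h, then exposed to compounds for 24 h at 37 C. Luminescence was read 12 min after detection reagent; inverse agonists lower signal.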
TDP-43 yeast inh – rescues yeast growth from TDP-43 toxicity | TDP-43 expressing yeast growth rescue, BacTiter-Glo, 24 h | Potency, µM (highest dose often 46.1 µM), for the others: top-dose growth rescue (activation), usual class: activators | 410,000 tested, 1.8% active | AID 652104; note: potency is the fitted concentration of half-maximal effect; % of control where 0% means no effect; nearly all actives have a fitted effect of over 50% in size
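Growth rescue of TDP-43-toxic yeast measured as ATP luminescence (BacTiter-Glo). Cells grown to mid-log in raffinose, induced in galactose at OD600=0.02, exposed to compound 24 hr at 30 deg C.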
Active calls of the source: *; i = inactive; ? = inconclusive; . = no result given; & = joins results of further samples; ! = repeats disagree; [ ] = dose if it differs, or a comment. Unless noted, calls come from the whole dose curve; as a rule, active = well fitted curve in the direction sought with a large enough effect; inconclusive = small, poorly fitted or top-dose-only effect, or another doubt; inactive = no such curve, though single readings can be large; an effect the other way counts as inactive or inconclusive. Only part of the results is shown; rates above refer to the full screens.

(1) Cc1cc(C)cc(NC(=O)Cn2cc(C(=O)c3cccs3)c3ccccc32)c1
(2) O=C1NCN(c2ccccc2)C12CCN(C(CCc1ccccc1)c1nnnn1-c1ccc3c(c1)OCCO3)CC2 (configuration not stated)
(3) CC(C)c1ccc(OCC(=O)N2CCCN(C)CC2)cc1
(4) CCOC(=O)CC1c2ccccc2-n2nncc2CN1Cc1ccc(OC)cc1 (configuration not stated)
(5) CN1CCCN(C(=O)COc2ccc(Br)cc2)CC1
(6) CN(C)CCN=Cc1c(O)n(-c2cccc(C(F)(F)F)c2)c(=O)[nH]c1=O
(7) Cc1ccc(C(=O)C2CN(C)CC2C(=O)c2ccc(C)cc2)cc1 (configuration not stated)
(8) COc1ccccc1CC(=O)Nc1ccc([N+](=O)[O-])cc1O

Compound	1	2	3	4	5	6	7	8
GLP1R ag	.	-1%	7%	-4%	1%	-1%	5%	0%
aSyn yeast inh	.	9%	3%	0%	-2%	-1%	0%	0%
D3 antag	.	3	-8	-2	3	3	?	-20
DRD3 agonist	5	-4	-20	7	11	1	-13	-8
KB-V1 cytotox	?	0%	-16%	?	-10%	20%	-11%	?
HEK293 tox	-5%	-9%	-7%	-24%	0%	-24%	-2%	?
PTHR1 agonist	i	-20%	-18%	i	i	22%[57.5 µM]	i	-36%[inhibitor]
GLP1R inv ag	?	-28%	-28%	?	-27%	1%	?	?
TDP-43 yeast inh	18%	18%	-3%	0%	9%	-9%	0%	-13%[9.22 µM]

(9) CCN1C(=O)C(=Cc2c(C)n(CC(=O)NCC3CCCO3)c3ccccc23)C(=O)N(CC)C1=S (configuration not stated)
(10) Cn1nc(-c2ccc(OCC(=O)N3CCN(Cc4ccccc4)CC3)cc2)c2ccccc2c1=O
(11) COc1cc2c(cc1OC)[C@@]13CCN4CC5=CCO[C@H]6CC(=O)N2[C@H]1[C@H]6[C@H]5C[C@H]43
(12) O=c1[nH]c(=O)n(CCc2ccc(F)cc2)c(O)c1C=NCc1ccc2c(c1)OCO2
(13) NP(=O)(Oc1ccccc1Cl)Oc1ccccc1Cl
(14) COC(=O)C1=C(c2cccc(OCc3ccccc3)c2)C[C@@H]2CC[C@H]1N2C(=O)NCc1ccc(Br)cc1
(15) CCN(CC)S(=O)(=O)c1ccc(N=Cc2c(O)n(-c3ccccc3)c(=O)[nH]c2=O)cc1
(16) CC(c1ccc(F)cc1)n1cc(C(=O)NCc2ccc3c(c2)OCO3)nn1 (configuration not stated)

Compound	9	10	11	12	13	14	15	16
GLP1R ag	-1%	3%&2%	-2%	-1%	-4%	8%	-2%	-1%
aSyn yeast inh	1%	4%&7%	-5%	-4%	1%	-4%	-1%	9%
D3 antag	4	0&24	0	-8	3	?	-22	-12
DRD3 agonist	3	5&5	-2&8	-4	1	-24	1	-1
KB-V1 cytotox	8%	0.65µM*!	18%	-7%	?	?	18%	-5%
HEK293 tox	-30%	-10%&-20%	-5%	2%	9%	-19%	25%	-9%
PTHR1 agonist	i	-27%[57.5 µM]	i	i	-12%	-32%[inhibitor]	i	0%[57.5 µM]
GLP1R inv ag	-6%	0%&0%	-11%	53%[activator]	?	13µM*	4%	?
TDP-43 yeast inh	0%	-5%&8%	20%	-15%	?	2%	-6%	6%

Four entries picked at random from those above, as already listed:
(4) CCOC(=O)CC1c2ccccc2-n2nncc2CN1Cc1ccc(OC)cc1 (configuration not stated)
(11) COc1cc2c(cc1OC)[C@@]13CCN4CC5=CCO[C@H]6CC(=O)N2[C@H]1[C@H]6[C@H]5C[C@H]43
(15) CCN(CC)S(=O)(=O)c1ccc(N=Cc2c(O)n(-c3ccccc3)c(=O)[nH]c2=O)cc1
(16) CC(c1ccc(F)cc1)n1cc(C(=O)NCc2ccc3c(c2)OCO3)nn1 (configuration not stated)

Compound	4	11	15	16
GLP1R ag	-4%	-2%	-2%	-1%
aSyn yeast inh	0%	-5%	-1%	9%
D3 antag	-2	0	-22	-12
DRD3 agonist	7	-2&8	1	-1
KB-V1 cytotox	?	18%	18%	-5%
HEK293 tox	-24%	-5%	25%	-9%
PTHR1 agonist	i	i	i	0%[57.5 µM]
GLP1R inv ag	?	-11%	4%	?
TDP-43 yeast inh	0%	20%	-6%	6%

(more compounds)
(17) O=C(c1ccc2nc(-c3ccco3)c(-c3ccco3)nc2c1)N1CCC2(CC1)OCCO2
(18) COc1ccccc1CNCCc1ccc(F)cc1
(19) CSc1ccccc1C(=O)C1CCCN(Cc2cccc(C)n2)C1 (configuration not stated)
(20) Cc1ccc2c(c1)C1CN(C)CCC1N2C(=O)c1ccccc1NS(=O)(=O)c1ccc(F)cc1C (configuration not stated)
(21) Clc1cccc(/C=N\Nc2nccs2)c1
(22) CC(C)c1ccc(N(C(=O)c2csnn2)C(C(=O)NC2CCCC2)c2ccncc2)cc1 (configuration not stated)
(23) O=C(Cc1ccccc1)N1CCN(Cc2ccc([N+](=O)[O-])cc2)CC1
(24) CC(=Nc1ccc(F)cc1)c1c(O)n(C)c(=O)[nH]c1=O

Compound	17	18	19	20	21	22	23	24
GLP1R ag	-5%	-1%	4%	-10%	10%	13%	1%	-11%
aSyn yeast inh	-1%	1%	-3%	-3%	5%	-8%	-1%	-4%
D3 antag	-1	-55*	-7	-23	3	-12	1	-17
DRD3 agonist	3	-17	-9	-8	-6	4	-7	-6
KB-V1 cytotox	5%	?	?	-3%	?	-3%	-3%	?
HEK293 tox	101%[activator]	-18%	?	?	?	5%	2%	17%
PTHR1 agonist	i	7%	i	i	-3%[57.5 µM]	i	-9%	i
GLP1R inv ag	17%	?	11µM*	?	?	36%[activator]	-3%	9%
TDP-43 yeast inh	6%	-9%	-16%	-10%	?	6%	23%	-3%

The closing 4 compounds of the part before lead into the next:
(21) Clc1cccc(/C=N\Nc2nccs2)c1
(22) CC(C)c1ccc(N(C(=O)c2csnn2)C(C(=O)NC2CCCC2)c2ccncc2)cc1 (configuration not stated)
(23) O=C(Cc1ccccc1)N1CCN(Cc2ccc([N+](=O)[O-])cc2)CC1
(24) CC(=Nc1ccc(F)cc1)c1c(O)n(C)c(=O)[nH]c1=O
(25) COC(=O)C1=C(c2ccc3ccccc3c2)C[C@@H]2CC[C@H]1N2C(=O)N1CCC(C)CC1
(26) C#CCN(C)C(C)Cc1ccccc1 (configuration not stated)
(27) O=c1c2ccccc2nc(-c2ccco2)n1-c1ccncc1
(28) O=C(C1CCCO1)N1CCC2(CC1)OCCO2 (configuration not stated)
(29) CC(=O)N1N=C(c2cccnc2)CC1c1ccccc1O (configuration not stated)
(30) CC(=O)Nc1cccc(-c2ccnc3c2CC(C(=O)NCc2ccco2)O3)c1 (configuration not stated)
(31) O=C(COc1ccccc1)c1cn(Cc2ccccc2)c2ccccc12
(32) NS(=O)(=O)c1ccc(NC2=CC(=O)C(=O)c3ccccc32)cc1

Compound	21	22	23	24	25	26	27	28	29	30	31	32
GLP1R ag	10%	13%	1%	-11%	7%	-5%	0%	-13%	1%	10%	3%	3%
aSyn yeast inh	5%	-8%	-1%	-4%	-1%	-5%	1%	-8%	-3%	1%	15%	-61%[inhibitor]
D3 antag	3	-12	1	-17	-25	?	0	-60*	-17	-26	?	-53*
DRD3 agonist	-6	4	-7	-6	-30	-26	4	14	4	-5	4	-7
KB-V1 cytotox	?	-3%	-3%	?	?	6%	7%	-1%	-3%	-13%	-14%	2%
HEK293 tox	?	5%	2%	17%	1%	3%	-1%	?	3%	-30%	91%[activator]	?
PTHR1 agonist	-3%[57.5 µM]	i	-9%	i	-27%	i	i	i	-9%	-18%	i	-15%
GLP1R inv ag	?	36%[activator]	-3%	9%	?	1%	3%	0%	-3%	?	?	-15%
TDP-43 yeast inh	?	6%	23%	-3%	25µM*	-25%	21%	-6%	5%	0%	14%	-5%

(33) COc1cc(O)c(C(=O)O)c(-c2cc(O)c(O)cc2C)c1
(34) C=CCn1c(O)c(/C(C)=N/N2CCCCC2)c(=O)[nH]c1=O
(35) OC(c1ccccc1)(c1ccccc1)C1CCNCC1
(36) CN1Cc2c(c(C#N)c(N)n(C)c2=S)CC1(C)C
(37) CC1=C(C)CC2(CC1)C(=O)NC(=O)NC2=O
(38) COC(=O)C1=C(c2ccc(OC(F)(F)F)cc2)C[C@@H]2CC[C@H]1N2C(=O)NCc1ccc(F)cc1
(39) COc1ccc(-c2nc3ccccc3c(=O)n2-c2cccnc2)cc1
(40) COc1ccc(-n2c(O)c(C(C)=NCCN3CCNCC3)c(=O)[nH]c2=O)cc1
(41) CCCOc1ccccc1C1CC(=O)Nc2cc3c(cc21)OCO3 (configuration not stated)

Compound	33	34	35	36	37	38	39	40	41
GLP1R ag	-2%	16%	35%	-5%	-2%	0%	-10%	-9%	3%
aSyn yeast inh	14µM*	-8%	1%	2%	-4%	12%	-18%	10%	2%
D3 antag	17	4	-8	-2	4	0	12	20	0
DRD3 agonist	8	4	-2&8	5	1	4	-11	1	5
KB-V1 cytotox	-11%	?	1%	?	-1%	0%	13µM*	27%	4.6µM*
HEK293 tox	-24%	-11%	0%	-15%	7%	-9%	-18%	-6%	?
PTHR1 agonist	-21%	i	i	-11%	i	-12%	3%[57.5 µM]	i	-16%
GLP1R inv ag	-5%	-1%	14%	-13%	5%	?	-6%	0%	?
TDP-43 yeast inh	17%	21%	?	20%	0%	13µM*	24%	7%	20µM*
